# Bioassay records: PubChem BioAssay, National Center for Advancing Translational Sciences (NCATS)
# 12-LOX inh: Primary qHTS assay for inhibitors of human arachidonate 12S-lipoxygenase (ALOX12): Round 2; purified 12hLO, xylenol orange hydroperoxide absorbance; Potency, µM (titrated, usually from 108 µM), for the others: at the top dose activity change, negative = inhibition, actives largely listed as inhibitors; 580,000 tested, 1.1% active; AID 1671190, 2021; further: potency means the concentration at half of the fitted maximal effect; on the % scale 0 is the no-effect control and ±100 the full control effect
#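 Purified human 12hLO (150 nM final) in 25 mM Hepes, 0.01% Triton X-100, pH 7.0 was preincubated 15 min at room temperature with compound. Then 40 uM arachidonic acid was added, 30 min. Hydroperoxide was read by Fe-XO absorbance ratio 573/405 nm.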
# BAZ2B inh: qHTS Assay for Inhibitors of BAZ2B; Potency, µM (titrated, usually from 114 µM), for the others: at the highest dose activity change, negative = inhibition, actives largely listed as inhibitors; 360,000 tested, 4.4% active; AlphaScreen BAZ2B-H3K14Ac peptide displacement; Bromodomain adjacent to zinc finger domain protein 2B (Homo sapiens), Q9UIF8; further: potency means the concentration at half of the fitted maximal effect; on the % scale 0 is the no-effect control and ±100 the full control effect; nearly all actives have a fitted effect of over 60% in size
#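 Multi-concentration screen (max 110 uM) measuring displacement of acetylated histone H3 peptide from BAZ2B by AlphaScreen, using 50 nM protein, 50 nM peptide and 10 ug/mL streptavidin donor plus Ni-chelate acceptor beads.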
# ERG Ets-DNA blk: qHTS for Small Molecule Inhibitors of the ERG Ets/DNA interaction; fluorescence polarization, His-ERG Ets domain / labelled DNA; 370,000 tested, 0.028% active; Potency, µM (highest dose often 76.9 µM), inactives show at the top dose FP activity, negative = inhibition, usual class: inhibitors; active means well fitted inhibition curve with a large enough effect in the polarisation, with a control signal flat; inconclusive means small, poorly fitted or top-dose-only effect, or effect the other way, or a change in a side signal; inactive means no such curve, though single readings can be large or run the other way; the % refers to the polarisation;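 further: polarization taken with two DNA probes labelled with fluorescein and Texas red; potency means the concentration at half of the fitted maximal effect; % of control where 0% means no effect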
#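 His-tagged ERG Ets domain (1 uM in the protein solution; 300mM KCl, 50mM Tris-HCl, 1mM EDTA, 1mM DTT, pH 7.5) received compound, then a probe mix of 5 nM fluorescein-DNA and 100nM Texas-615-DNA. Fluorescence polarization was read for both dyes.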
# G9a block: qHTS Assay for Inhibitors of Histone Lysine Methyltransferase G9a; 350,000 tested, 8.8% active; AID 504332, 2011; Histone-lysine N-methyltransferase EHMT2 (Homo sapiens), Q96KQ7; Potency, µM (top dose mostly 102 µM), inactives show top-dose activity, negative = inhibition, hits mostly inhibitors; G9a H3K9 monomethylation, AlphaScreen, 2 h; further: potency means the concentration at half of the fitted maximal effect; on the % scale 0 is the no-effect control and ±100 the full control effect; nearly all actives have a fitted effect of over 75% in size
#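 Signal arises when biotinylated H3K9 peptide, once monomethylated, bridges streptavidin donor and antibody-captured acceptor beads. Enzyme at 20 nM was preincubated 15 min with test compounds; peptide 500 nM and SAM 20 uM then reacted for 2 h.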
# HP1b chromo inh: HTS for Inhibitors of HP1-beta Chromodomain Interactions with Methylated Histone Tails; Potency, µM (series often up to 114 µM), without a hit: top-dose activity change, negative = inhibition, actives largely listed as inhibitors; AID 540317, 2011; Chromobox protein homolog 1 (Homo sapiens), P83916; 390,000 tested, 0.56% active; AlphaScreen HP1-beta / biotin-H3K9me3 peptide binding; further: potency means the concentration at half of the fitted maximal effect; nearly all actives have a fitted effect of over 70% in size; inactives centre near 23
# Target sequence (P83916 whole entry, looked up): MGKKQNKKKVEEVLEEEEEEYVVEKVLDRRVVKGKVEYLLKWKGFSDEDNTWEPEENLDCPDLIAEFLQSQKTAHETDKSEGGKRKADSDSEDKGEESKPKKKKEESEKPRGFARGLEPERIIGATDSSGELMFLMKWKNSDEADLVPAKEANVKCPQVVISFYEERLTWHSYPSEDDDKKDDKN
#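 Compound inhibition of the preformed complex between 50 nM HP1-beta and 50 nM biotinylated H3K9me3 peptide was read by AlphaScreen. Buffer was PBS pH 7.4 with 0.01% Tween-20. Incubations ran 30 min at room temperature, with 10 ug/mL donor/acceptor beads.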
# PI4K2A block: qHTS for small molecular inhibitors of PI4K2A; purified PI4K2A, ADP-Glo luminescence, 1 h; stronger effect = lower value; activity change, negative = inhibition, % at 76.9 µM; 420,000 tested, 0.13% active; AID 1346378, 2018; in the data active means activity change below about -50%; inconclusive means mostly about -30% to -49%;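 further: -100% = wells without enzyme as full effect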
#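 PI4K2A activity was measured by ADP-Glo luminescence: enzyme (4 ug/mL stock) and phosphatidylinositol (1.2 mM stock) in Tris pH 7.5/MgCl2/EGTA/Triton X-100 buffer were reacted with ATP (300 microM stock) for one hour at ambient temperature.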
# JMJD2A Tudor inh: qHTS Assay for Inhibitors of JMJD2A-Tudor Domain; Potency, µM (top dose mostly 114 µM), for inactives: at the top dose activity change, negative = inhibition, most hits filed as inhibitors; AlphaScreen JMJD2A-Tudor / H3K4me3 peptide binding; Lysine-specific demethylase 4A (Homo sapiens), O75164; 390,000 tested, 4.4% active; further: potency means the concentration at half of the fitted maximal effect; on the % scale 0 is the no-effect control and ±100 the full control effect; nearly all actives have a fitted effect of over 50% in size
# GLS inh: qHTS for Inhibitors of Glutaminase (GLS); GLS enzymatic activity, qHTS titration; Potency, µM (doses to about 45.5 µM), without a hit: top-dose activity change, negative = inhibition, most hits filed as inhibitors; 410,000 tested, 0.21% active; AID 624170, 2012; further: potency means the concentration at half of the fitted maximal effect; on the % scale 0 is the no-effect control and ±100 the full control effect
# Target sequence (O94925 whole entry, looked up): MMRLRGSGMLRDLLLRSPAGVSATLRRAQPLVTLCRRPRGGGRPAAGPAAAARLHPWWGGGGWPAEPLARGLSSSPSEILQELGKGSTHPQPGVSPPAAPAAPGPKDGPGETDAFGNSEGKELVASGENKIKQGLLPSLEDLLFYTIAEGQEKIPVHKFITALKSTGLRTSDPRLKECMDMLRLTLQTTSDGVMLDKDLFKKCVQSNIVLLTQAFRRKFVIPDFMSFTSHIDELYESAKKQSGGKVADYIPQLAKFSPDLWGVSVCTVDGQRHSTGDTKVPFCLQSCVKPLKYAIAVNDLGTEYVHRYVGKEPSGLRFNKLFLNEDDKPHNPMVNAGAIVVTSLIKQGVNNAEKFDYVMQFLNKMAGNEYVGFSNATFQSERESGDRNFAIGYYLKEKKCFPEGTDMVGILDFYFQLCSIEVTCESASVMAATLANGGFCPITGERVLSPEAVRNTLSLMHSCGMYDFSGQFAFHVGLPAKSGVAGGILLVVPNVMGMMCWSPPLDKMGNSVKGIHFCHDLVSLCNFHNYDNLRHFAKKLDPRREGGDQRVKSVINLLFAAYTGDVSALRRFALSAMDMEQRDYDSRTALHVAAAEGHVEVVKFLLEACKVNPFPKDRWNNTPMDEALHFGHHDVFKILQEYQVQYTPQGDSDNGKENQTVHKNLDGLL
#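 Assay buffer: 45 mM KH2PO4 pH 8.2, 0.02% Tween-20. hKGA acts on L-glutamine (1 mM solution added); product glutamate is reported by an oxidase/peroxidase Amplex Red coupling, with fluorescence taken at baseline and 30 min.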
# RGS4 inh: Inhibitors of Regulator of G Protein Signaling (RGS) 4: qHTS; Transcreener GDP fluorescence polarization, RGS4-accelerated GTP hydrolysis; Potency, µM (doses to about 114 µM), for inactives: at the top dose activity change, negative = inhibition, actives largely listed as inhibitors; 390,000 tested, 0.039% active; AID 504845, 2011; further: potency means the concentration at half of the fitted maximal effect; on the % scale 0 is the no-effect control and ±100 the full control effect; nearly all actives have a fitted effect of over 75% in size; some results filed as inactive show a strong effect at the top dose
#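 MLSMR compounds (23 nl, pin-transferred) preincubated 10 min at room temperature with a 500nM (2x) first reagent, then RGS4 at 900nM (2x) plus Transcreener GDP mix added; fluorescence polarization (620/688 nm) read before and after 90 min at 30 °C.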
# * hit, by the source's call; ? = inconclusive; . = no result given; & = joins results of further samples; [ ] = dose if it differs, or a comment. Unless noted, the call rests on the fitted dose curve; in most records, active means well fitted curve in the direction sought with a large enough effect; inconclusive means small, poorly fitted or top-dose-only effect, or another doubt; inactive means no such curve, though single readings can be large; an effect the other way counts as inactive or inconclusive. The list is partial; rates above refer to the full screens.
(1) CCCCn1c(NCc2ccc3c(c2)OCO3)nc2ccccc21
(2) COc1ccc(NS(=O)(=O)c2ccc(NC(=O)C(C)(C(F)(F)F)C(F)(F)F)cc2)nn1
(3) Cc1csc(=O)n1CC(=O)OCc1nnc(-c2ccc(Cl)cc2)o1
(4) O=c1[nH]c2ccc(Cl)cc2c(-c2ccccc2)c1SC(=S)N1CCOCC1
(5) COc1cc(CC(=O)OCC(=O)c2ccc3c(c2)OCCO3)cc(OC)c1OC
(6) CCCn1c(C)cc(C(=O)COC(=O)c2ccc[nH]c2=O)c1C
(7) c1ccc(CN2CCN(c3ncnc4c3[nH]c3ccccc34)CC2)cc1
(8) O=C(Nc1ccc(F)cc1)c1ccc(S(=O)(=O)NCC2CCCO2)cc1 (stereo not drawn)
(9) O=C(O)CC1=C(Nc2ccccc2)C(=O)N(c2ccccc2)C1c1ccc(Br)cc1 (stereo not drawn)
(10) Cc1cc(C=O)c(C)n1-c1ccc(NC2CCCCC2)c([N+](=O)[O-])c1
entry no.,1,2,3,4,5,6,7,8,9,10
12-LOX inh,339%[activator],-11%,15%,0%,14%,-20%,31%[activator],15%,-6%,-20%
BAZ2B inh,12%,-9%,-13%,-34%,12%,?,-31%,-7%,?,10µM*
ERG Ets-DNA blk,4%,-7%,18%,6%,-2%,-11%,-11%,.,-9%,10%
G9a block,?,?,-22%,?,6%[59 µM],-42%[59 µM],-49%[59 µM],-11%[59 µM],?,.
HP1b chromo inh,13%,24%,19%,-20%,27%,-16%,8%,11%,21%,25µM*
PI4K2A block,-1,-3,-11,-7,-9,1,4,1,0,-3
JMJD2A Tudor inh,-25%,-22%,-11%,?,14%,?,-31%,-12%,?,18µM*
GLS inh,20%,-8%,-1%,-14%,8%,15%,2%,1%,-12%,-4%
RGS4 inh,5%,-6%,-22%,?,8%,-7%,-17%,3%,-3%,-49%

(11) COc1ccc(-n2cc(-c3ccccc3)c3c(SC(C)C(C)=O)ncnc32)cc1 (stereo not drawn)
(12) CCN1CCN(c2ncc3c(n2)CCN(CC(C)C)C3)CC1
(13) Cc1ccnc(N2CCCC(C(=O)Nc3cccc(C)c3C)C2)n1 (stereo not drawn)
(14) Cc1ccc2cc(CNC(C)(C)C)c(=O)[nH]c2c1
(15) CCc1ccc(NC(=O)N(CCN2CCOCC2)C2CCN(C(C)=O)CC2)cc1
(16) COC(C[C@@H]1O[C@@H]1[C@@H](O)[C@H](C)OCc1ccccc1)OC
(17) C#Cc1ccc([C@H]2C=C(C(=O)NCc3ccccc3)O[C@@H](OCC)[C@@H]2CCCO)cc1
(18) c1ccc(CCN2CCN(c3ncnc4c3cnn4-c3ccccc3)CC2)cc1
(19) C/C(CC(=O)NC1CCCCC1)=N\NC(=O)c1ccccn1
(20) Cc1ccc(S(=O)(=O)Nc2cccc(Cl)c2)cc1NC(=O)C1CC1
entry no.,11,12,13,14,15,16,17,18,19,20
12-LOX inh,-23%,?,4%,117%,0%,16%,0%,0%,1%,6%
BAZ2B inh,-4%,?,-15%,-5%,-1%,-1%,-18%,-12%,-30%,.
ERG Ets-DNA blk,-3%,-2%,-8%,4%,-8%,-14%,0%,-23%,-2%,-4%
G9a block,38%[activator][59 µM],?,9%,19%[59 µM],-4%,38%[59 µM],14%[59 µM],-19%[59 µM],.,.
HP1b chromo inh,44%[activator],21%,29%,52%[activator],7%,50%[activator],32%,30%,35%[activator],6%
PI4K2A block,0,-1,4,-3,0,-2,-2,-7,4,-6
JMJD2A Tudor inh,-16%,-28%,6%,-12%,-13%,-10%,-17%,?,?,-22%
GLS inh,13%,24%,-1%,-10%,10%,-3%,-1%,-11%,0%,13%
RGS4 inh,-1%,17%,-12%,-4%,-2%,-1%,-20%,2%,13%,-5%

(21) O=C(c1ccccc1)c1ccc(OCC(O)CN2CCCCC2)cc1 (stereo not drawn)
(22) CCc1ccc(-c2cc(C)no2)cc1S(=O)(=O)NC(C)Cc1ccco1 (stereo not drawn)
(23) O=C(CCNC(=O)c1ccc([N+](=O)[O-])cc1)Nc1ccccc1N1CCCC1
(24) C=CC[C@@H](CC(=O)N[C@H](CO)Cc1ccccc1)C(=O)NC[C@@H](OC(=O)[C@@H](CC=C)Cc1ccc(F)cc1)c1ccccc1
(25) COc1ccc(NC(=O)CSc2nnc(C)s2)cc1S(=O)(=O)N1CCOCC1
(26) CN(Cc1ccccc1)C(=O)c1cccc(NC(=O)Cc2ccc(NC(=O)C3CCCN(C(=O)C4CCCCC4)C3)cc2)c1 (stereo not drawn)
(27) CC1(c2ccccc2)CC(C)(C)N(C(=O)c2ccccc2Cl)c2ccccc21 (stereo not drawn)
(28) C/C(Cl)=C\CSc1nnc2n(N)c(=O)c3ccccc3n12
(29) CCn1cc(C(=O)N2CCN(c3cc(C)ccc3C)CC2)c(=O)c2cc(S(=O)(=O)N(C)C3CCCCC3)ccc21
(30) C/C(CC1CC(COCC(C)C)OC1=O)=N\Nc1nc(-c2ccccc2)cs1 (stereo not drawn)
entry no.,21,22,23,24,25,26,27,28,29,30
12-LOX inh,0%,-22%,2%,-25%,-1%,16%,-45%,0%,0%,?
BAZ2B inh,13%,-37%,4%,.,10%,.,-6%,3%,.,?
ERG Ets-DNA blk,1%,2%,-24%,-12%,9%,9%,3%,-6%,-1%,-5%
G9a block,11%[59 µM],-17%,-45%,.,-9%[59 µM],.,-7%[59 µM],-24%[0.0925 µM],-33%[59 µM],25µM*
HP1b chromo inh,32%[activator],23%,7%,34%,30%,49%[activator],18%,52%,10%,-15%
PI4K2A block,8,-5,1,0,-1,-3,-6,-15,1,9
JMJD2A Tudor inh,4%,-25%,-26%,-10%,-4%,-14%,-5%,14%,-23%,?
GLS inh,-5%,4%,10%,12%,6%,-7%,1%,-2%,5%,-6%
RGS4 inh,10%,-22%,-11%,9%,-5%,-13%,25%,0%,0%,-53%

(31) CCN1CCN(Cc2ccc(NC(=O)c3ccc(C)c(NC(=O)N4CCNC4=O)c3)cc2C(F)(F)F)CC1
(32) CC/C(=N\NC(=O)c1ccccc1Cl)c1ccc(Br)s1
(33) CCOC(=O)c1ccc(NS(=O)(=O)c2c(C)[nH]c(C)c2C(=O)N2CCCCC2)cc1
(34) COc1ccc2ccccc2c1/C=N/NC(=O)c1cccc(C)c1
(35) COc1cc(C2SCC(=O)N2Cc2ccccc2)ccc1O (stereo not drawn)
(36) CCCOP(=O)(c1ccc(N(C)C)cc1)C(Nc1ccccc1)c1ccc(N(C)C)cc1 (stereo not drawn)
entry no.,31,32,33,34,35,36
12-LOX inh,?,1%,12%,266%[activator],-5%,-1%
BAZ2B inh,-32%&-17%,9%,2%,.,4%,?
ERG Ets-DNA blk,-4%&21%,14%,7%,9%,3%,11%
G9a block,?,-4%[59 µM],8%[59 µM],.,0%,?
HP1b chromo inh,6%&50%,24%,55%[activator],32%,15%,-21%
PI4K2A block,-17&4&-6,1,-5,5,-3,-2
JMJD2A Tudor inh,-29%&-30%,-5%,-17%,-16%,-12%,?
GLS inh,5%&-8%&3%,1%,-4%,0%,-2%,10%
RGS4 inh,-4%&-14%,20%,-16%[11.4 µM],11%,13%,13%
